# Source: PubChem BioAssay
# GASC1 inh = KDM4C (human) demethylase inhibition | Q9H3R0 | GST-KDM4C 2-372, H3K9me3 peptide, LANCE TR-FRET | inhibition, % at 12.5 µM | 96,000 compounds, 0.15% hits;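 active = mean replicate inhibition above about 25%, with at least 55% of replicates also reaching it, limit read from the data, passing the limit was not always enough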
# Target sequence (Q9H3R0 2-372 limits assumed): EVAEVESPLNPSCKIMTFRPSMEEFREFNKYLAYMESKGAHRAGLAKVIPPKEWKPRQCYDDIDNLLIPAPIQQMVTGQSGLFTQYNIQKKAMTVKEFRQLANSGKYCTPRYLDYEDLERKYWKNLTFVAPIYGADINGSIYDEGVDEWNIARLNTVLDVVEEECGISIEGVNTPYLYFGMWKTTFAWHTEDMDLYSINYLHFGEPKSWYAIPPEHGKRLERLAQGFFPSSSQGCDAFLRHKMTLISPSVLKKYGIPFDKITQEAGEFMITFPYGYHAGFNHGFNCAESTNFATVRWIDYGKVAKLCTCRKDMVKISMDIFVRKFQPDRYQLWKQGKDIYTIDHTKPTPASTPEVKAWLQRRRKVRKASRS
#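 Compound: one test concentration per compound; Material: GST-GASC-1 enzyme fragment 2-372; Amount: GASC-1 enzyme at 10 nM final in reaction; Also added: H3K9me3 peptide substrate, Fe(II), 2-oxoglutarate; Technique: LANCE TR-FRET; Times: 30 min demethylation and 1 h detection at room temperature.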
# Pf Dd2 inh = P. falciparum Dd2 growth inhibition; SYBR Green, 72 h; active compounds read low; activity change, % at 10 µM; 94,000 compounds, 2.3% hits; in the data active = activity change below about -80%
# C diff HTS = blocks growth of Clostridium difficile | Clostridium difficile clinical isolate growth, OD600, 24 h; active compounds read low | growth activity, negative = inhibition, % at 16 µg/mL (by protocol) | 86,000 compounds, 0.25% hits;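 active = mean growth activity at or below -80% and every replicate also at or below -80%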;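 also: 0% = DMSO wells and -100% = levofloxacin 16 µg/mL wells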
# Tcruzi prolif = T. cruzi proliferation inhibition. T. cruzi beta-gal in NIH3T3, GalScreen luminescence, 90 h. inhibition, % at 8.34 µM. 77,000 compounds, 5.9% hits. AID 624255;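 active = mean inhibition above about 93%, with at least 55% of replicates each passing it, limit read from the data, passing the limit was not always enough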
# * hit, by the source's call; . = not tested or not shown; & = joins results of further samples; ! = not confirmed by another sample.
SMILES,GASC1 inh,Pf Dd2 inh,C diff HTS,Tcruzi prolif
C[C@H](CO)N1C[C@H](C)[C@@H](CN(C)C(=O)Nc2ccc(F)cc2)Oc2ccc(NC(=O)Nc3ccc(F)cc3)cc2C1=O,-1.3,-7.8,-0.2,12.9
C[C@H]1CN([C@@H](C)CO)C(=O)Cc2cc(NS(=O)(=O)c3ccc(F)cc3)ccc2O[C@@H]1CN(C)Cc1ccncc1,-3.5,5.0,2.2,33.2
COc1ccc(S(=O)(=O)Nc2ccc3c(c2)C(=O)N([C@@H](C)CO)C[C@@H](C)[C@@H](CN(C)Cc2ccc(C(=O)Nc4ccccc4N)cc2)O3)cc1,-0.1,-77.0,-0.6,27.7
C[C@H]1CN([C@@H](C)CO)C(=O)c2cc(-c3ccc(C#N)cc3)cnc2O[C@@H]1CN(C)C(=O)c1ccccc1,-0.6,5.0,3.7,31.9
C[C@@H]1CCCCO[C@H](CN(C)CC2CCCCC2)[C@H](C)CN([C@@H](C)CO)C(=O)c2cc(NC(=O)c3ccncc3)ccc2O1,-0.5,-25.4,.,47.9
COCC(=O)N1CC2(C1)[C@H](c1ccc(-c3ccc(F)cc3)cc1)[C@@H](CO)N2C(=O)C1CC1,-0.4,3.6,-9.2,.
C[C@H]1CN([C@@H](C)CO)C(=O)c2cc(-c3ccc(F)cc3)cnc2O[C@H]1CN(C)CC1CCOCC1,0.2,13.7,-3.9,38.8
CN1CCN(C(=O)C[C@H]2C=C[C@@H](NC(=O)Nc3ccccc3F)[C@@H](CO)O2)CC1,-0.9,34.5,.,-19.7
C[C@H](CO)N1C[C@H](C)[C@H](CN(C)Cc2ccc(Cl)c(Cl)c2)Oc2c(NC(=O)c3cnccn3)cccc2C1=O,3.8,-61.7,2.0,69.3
COc1cccc(-c2cn(CC[C@H]3CC[C@@H](NC(=O)CN(C)C)[C@H](CO)O3)nn2)c1,-0.1,-0.4,.,-14.9
CN1CCN(C(=O)c2cc3c(c(-c4cccc(C#CCC5CCCC5)c4)n2)[C@H](CCO)N(S(=O)C(C)(C)C)C3)CC1 (some centres not stated),-4.4,-54.4,.,50.8
COCC(=O)N1CC[C@@H]2[C@H]1c1cc(-c3cccc(F)c3)ccc1N(C)[C@H]2CO,0.7,24.9,-8.1,101.9*
CO[C@H](CN(C)S(=O)(=O)c1cn(C)cn1)[C@@H](C)CN(C(=O)Nc1ccc(C(F)(F)F)cc1)[C@@H](C)CO,0.1,21.6,.,18.7
Cc1ccc(S(=O)(=O)N(C)C[C@@H]2OCCCC[C@@H](C)Oc3ccc(NC(=O)Nc4cccc5ccccc45)cc3C(=O)N([C@@H](C)CO)C[C@@H]2C)cc1,1.7,-82.1*,5.3,.
C[C@H](CO)N1C[C@H](C)[C@H](CN(C)Cc2ccncc2)Oc2ccc(NS(=O)(=O)c3cn(C)cn3)cc2C1=O,15.7,4.2,1.8,.
CN(C)CC#Cc1ccc([C@@H]2[C@H](CO)N3C(=O)CN(C(=O)c4ccccc4)C[C@@H]23)cc1,2.7,39.0,2.7,.
C[C@@H](NC(=O)C[C@@H]1CC[C@@H]2[C@@H](COc3ccc(NS(=O)(=O)c4ccc(Cl)cc4)cc3C(=O)N2C)O1)c1ccccc1,-2.6,-8.9,1.7,10.6
CCCC#Cc1cnc2c(c1)C(=O)N([C@@H](C)CO)C[C@H](C)[C@@H](CN(C)C(=O)Cc1cccnc1)O2,2.8,-3.3,1.4,30.5
O=C(Cc1ccncc1)NCC[C@@H]1CC[C@H](NC(=O)Nc2cccc(F)c2)[C@@H](CO)O1,-0.7,9.8,0.2,-41.3
COc1ccc(S(=O)(=O)Nc2ccc3c(c2)CC(=O)N([C@@H](C)CO)C[C@@H](C)[C@H](CN(C)C(=O)Nc2ccc4c(c2)OCO4)O3)cc1,1.0,5.2,3.6,32.0
C/C=C/c1ccc([C@H]2[C@@H](CO)N(CC3CC3)[C@@H]2CNC(=O)c2ccccc2)cc1,-2.1,-54.7,14.7,25.8
C[C@@H]1CN([C@@H](C)CO)S(=O)(=O)c2ccc(C#Cc3ccc(F)cc3)cc2O[C@H]1CN(C)C(=O)CN(C)C,-0.7,-62.9,-1.9,10.2
COc1ccccc1S(=O)(=O)N1CC[C@@H]2[C@H](CO)Nc3ccc(-c4ccccc4)cc3[C@@H]21,-0.1,-9.0,54.2,72.2
COCC(=O)Nc1ccc2c(c1)[C@@H]1C[C@H](CC(=O)NCc3ccccn3)O[C@H](CO)[C@@H]1O2,2.1,14.2,-1.0,10.9
C[C@@H]1CN([C@H](C)CO)C(=O)c2cccc(NC(=O)CCCCCC(=O)Nc3ccccc3N)c2O[C@@H]1CN(C)C(=O)Nc1ccc(F)cc1,-0.3,-86.4*,4.4,.
Cc1ccc(S(=O)(=O)Nc2ccc3c(c2)C(=O)N([C@H](C)CO)C[C@@H](C)[C@H](CN(C)C(=O)Nc2ccc(C(F)(F)F)cc2)O3)cc1,-3.5,-6.4,.,60.6
O=C(C[C@H]1CC[C@@H]2[C@H](COC[C@@H](O)CN2C(=O)Nc2cccc(Cl)c2)O1)NCCCN1CCOCC1,0.8,17.6,16.1&15.4,78.2
C[C@@H]1CN([C@@H](C)CO)C(=O)c2cc(C#Cc3ccccn3)cnc2O[C@H]1CN(C)Cc1cncnc1,2.5,22.0,2.2,104.8*
C[C@H](CO)N1C[C@H](C)[C@H](CN(C)S(=O)(=O)c2ccc(F)cc2)Oc2c(NS(=O)(=O)c3cccs3)cccc2C1=O,-0.6,-23.4,27.4,2.8
O=C(c1ccc(F)cc1)N1C[C@H]2[C@@H](c3ccccc31)[C@H](CO)N2C(=O)c1ccc(F)cc1,-1.2,-9.7,10.2,-15.6
COc1ccc(S(=O)(=O)Nc2ccc3c(c2)CC(=O)N([C@H](C)CO)C[C@@H](C)[C@@H](CN(C)S(=O)(=O)c2cccs2)O3)cc1,1.5,-38.3,0.9,77.3
COc1ccc(NC(=O)N(C)C[C@@H]2Oc3c(NC(=O)Nc4ccc(C(F)(F)F)cc4)cccc3C(=O)N([C@H](C)CO)C[C@H]2C)cc1,-0.2,-17.1,2.3,1.9
CCC(=O)N1CCCCN2[C@H](CO)[C@H](c3ccc(-c4cccc(C(=O)N(C)C)c4)cc3)[C@H]2C1,0.4,18.4,-1.3,101.2*
O=C(C[C@@H]1C[C@@H]2c3cc(NC(=O)NC4CCCC4)ccc3O[C@@H]2[C@H](CO)O1)NCc1ccccc1F,0.0,-5.6,-4.3,33.7
C/C=C/c1ccc([C@@H]2[C@@H](CNC(=O)c3ccccc3)N(C(C)=O)[C@H]2CO)cc1,-0.4,-15.8,-1.9,69.1
CCCc1cn([C@@H]2C[C@@H]3O[C@H](CO)CC[C@@H]3O[C@@H]2CCc2ccc(-c3cccc(OC)c3)cc2)nn1,.,-86.7*,-16.2,.
O=C(C[C@@H]1CC[C@@H]2[C@H](COC[C@@H](O)CN2S(=O)(=O)c2ccccc2)O1)NCCN1CCCCC1,3.9,.,5.3&-2.0,40.0
O=C([C@H]1[C@H](CO)[C@H]2Cn3c(ccc(/C=C/c4ccccc4)c3=O)[C@@H]1N2)N1CCCCC1,-0.9,-9.4,-2.5,12.2
COc1ccc(S(=O)(=O)N(C)C[C@@H]2Oc3c(NC(=O)C4CCOCC4)cccc3C(=O)N([C@H](C)CO)C[C@H]2C)cc1,1.5,9.6,.,64.3
Cc1ccccc1S(=O)(=O)N1[C@@H]2CNC[C@H]1C2c1ccc(/C=C/c2ccccc2)cc1 (some centres not stated),-1.7&0.8,-25.0&-2.0,54.1&-4.5,.
O=C(C[C@H]1C[C@H]2c3cc(NC(=O)c4ccc5c(c4)OCO5)ccc3O[C@H]2[C@H](CO)O1)NCc1cc(F)ccc1F,0.0,12.5,.,63.1
COc1ccc2c3c(n(C)c2c1)[C@H](CO)N(S(C)(=O)=O)CC31CCN(C(=O)C2CCC2)CC1,-0.2,-20.3,-4.8,.
COCC#Cc1cnc2c(c1)C(=O)N([C@@H](C)CO)C[C@H](C)[C@@H](CN(C)C(=O)Nc1ccc(OC)cc1)O2,-1.1,-9.3,-2.0,70.4
CO[C@@H]1CN(C)C(=O)c2ccc(NC(=O)Nc3cc(F)ccc3F)cc2OC[C@@H](C)N(C(=O)c2cnccn2)C[C@H]1C,0.3,-42.5,.,4.7
O=C(C[C@H]1CC[C@H](NC(=O)C2CC2)[C@H](CO)O1)NC1CCC1,4.1,13.6,.,-0.5

# The list goes on (five carried over from the part before).
SMILES,GASC1 inh,Pf Dd2 inh,C diff HTS,Tcruzi prolif
O=C(C[C@H]1C[C@H]2c3cc(NC(=O)c4ccc5c(c4)OCO5)ccc3O[C@H]2[C@H](CO)O1)NCc1cc(F)ccc1F,0.0,12.5,.,63.1
COc1ccc2c3c(n(C)c2c1)[C@H](CO)N(S(C)(=O)=O)CC31CCN(C(=O)C2CCC2)CC1,-0.2,-20.3,-4.8,.
COCC#Cc1cnc2c(c1)C(=O)N([C@@H](C)CO)C[C@H](C)[C@@H](CN(C)C(=O)Nc1ccc(OC)cc1)O2,-1.1,-9.3,-2.0,70.4
CO[C@@H]1CN(C)C(=O)c2ccc(NC(=O)Nc3cc(F)ccc3F)cc2OC[C@@H](C)N(C(=O)c2cnccn2)C[C@H]1C,0.3,-42.5,.,4.7
O=C(C[C@H]1CC[C@H](NC(=O)C2CC2)[C@H](CO)O1)NC1CCC1,4.1,13.6,.,-0.5
Cc1ccc(S(=O)(=O)N2C[C@@H]3N[C@H](C2)C3c2ccc(-c3ccncc3)cc2)cc1 (some centres not stated),0.6&2.4,-80.7*!,3.6&-15.3,.
C[C@@H]1CN([C@@H](C)CO)C(=O)Cc2cc(NS(=O)(=O)c3ccccc3)ccc2O[C@@H]1CN(C)S(=O)(=O)c1cccs1,-0.4,7.1,-4.0,20.5
O=C(C[C@H]1C=C[C@H](NC(=O)Nc2ccc3c(c2)OCO3)[C@@H](CO)O1)NCc1ccc(Cl)cc1,-1.4,9.9,.,-8.8
COCC(=O)Nc1ccc2c(c1)C(=O)N(C)C[C@@H](OC)[C@H](C)CN(CC1CCCCC1)[C@H](C)CO2,-0.7,-63.8,-2.8,4.4
CO[C@H](CN(C)C(=O)c1ccccc1F)[C@H](C)CN([C@@H](C)CO)S(=O)(=O)c1ccccc1,1.6,10.3,.,-0.8
COc1ccc(S(=O)(=O)N(C)C[C@@H]2Oc3cc(-c4cccc(F)c4)ccc3S(=O)(=O)N([C@@H](C)CO)C[C@@H]2C)cc1,-3.2,-69.1,8.4,.
C[C@H]1CN([C@@H](C)CO)S(=O)(=O)c2ccc(C#CC(C)(C)O)cc2O[C@@H]1CN(C)CC1CC1,-1.0,-50.0,-0.3,7.4
C[C@H](CO)N1C[C@H](C)[C@H](CN(C)C(=O)Nc2ccc3c(c2)OCO3)OCc2cn(nn2)CCCC1=O,4.0,5.6,-3.8,25.1
O=C(Cc1cccnc1)N1[C@@H](CO)[C@H](c2ccccc2)[C@@H]1CNCC1CCC1,1.6,-2.5,7.0,45.2
C[C@@H]1CN([C@@H](C)CO)S(=O)(=O)c2ccc(C#C[C@@H](C)O)cc2O[C@H]1CN(C)Cc1cncnc1,0.4,-13.3,-1.0,-62.4
COc1ccc2c3c(n(C)c2c1)[C@H](CO)N(C(=O)Nc1ccc(F)cc1)CC31CN(S(=O)(=O)c2cccc(F)c2)C1,-1.4,-5.1,-6.8,.
CC(=O)N(C)C[C@@H]1Oc2ncc(C#Cc3ccccc3)cc2C(=O)N([C@@H](C)CO)C[C@@H]1C,-2.2,26.3,-0.1,60.4
COc1ccc(S(=O)(=O)Nc2ccc3c(c2)C(=O)N([C@H](C)CO)C[C@@H](C)[C@H](CN(C)C(=O)Nc2ccc(F)cc2)O3)cc1,2.2,13.1,-14.7,12.2
COc1ccc(NC(=O)Nc2ccc3c(c2)[C@@H]2C[C@H](CC(=O)N(C)C)O[C@H](CO)[C@@H]2O3)cc1,2.3,12.5,-0.7,21.1
CCC(=O)N1[C@H](CO)[C@H](c2ccccc2)C12CN(C(=O)Nc1cccc(OC)c1)C2,-1.2,2.1,6.3,.
CCCC(=O)N1CCC2(CC1)CN(Cc1ccc(Cl)cc1)[C@@H](CO)c1[nH]c3cc(OC)ccc3c12,-2.1,-84.4*,12.9,.
C[C@@H]1CN([C@@H](C)CO)C(=O)c2cc(NC(=O)c3ccncc3)ccc2O[C@@H]1CN(C)S(=O)(=O)c1cn(C)cn1,0.9,17.9,0.5,-92.6
CCCNC(=O)N1[C@H](C#N)[C@H](c2ccccc2C2=CCCCC2)[C@@H]1CO,-1.3,-34.9,-0.9,.
N#C[C@@H]1[C@@H](c2ccc(-c3ccc(F)cc3)cc2)[C@@H](CO)N1C(=O)Cc1ccccc1,-1.7,-33.9,-23.4,38.8
CC(C)NC(=O)N(C)C[C@H]1Oc2c(NC(=O)c3ccncc3)cccc2C(=O)N([C@H](C)CO)C[C@@H]1C,-1.5,12.4,-2.3,.
C[C@H]1CN([C@@H](C)CO)C(=O)Cc2cc(NC(=O)Cc3cn(C)c4ccccc34)ccc2O[C@H]1CN(C)Cc1ccc2c(c1)OCO2,0.0,-52.3,3.0,-44.8
